# High-throughput results as filed in PubChem BioAssay.
# FXIIa inh = factor XIIa (human) inhibition | P00748 | purified FXIIa, Boc-QGR-AMC fluorogenic substrate, 2 h | inhibition, % at 5 µM | hit rate 0.3% among 220,000; in the data active means inhibition above about 40%;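 further: 0% = enzyme with no compound and 100% = blank without enzyme; many of its hits are not listed in these tables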
# Wee1 degr inh = inhibitors of human Wee1 degradation | P30291 | AID 1321 | HeLa Luc-Wee1K328M stability, luciferase luminescence; 100% = proteasome inhibitor MG132 effect | hit rate 1.2% among 220,000 | reporter increase, % at 5 µM;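 active means activation above the mean of all tested compounds plus 3 SD, set per screening run, cut at about 8.8% in these data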;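 further: cells exposed to compound for 20 h before luminescence read; 0% = DMSO alone and 100% = MG132 at 30 µM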
# Target sequence (P30291 whole entry K328M): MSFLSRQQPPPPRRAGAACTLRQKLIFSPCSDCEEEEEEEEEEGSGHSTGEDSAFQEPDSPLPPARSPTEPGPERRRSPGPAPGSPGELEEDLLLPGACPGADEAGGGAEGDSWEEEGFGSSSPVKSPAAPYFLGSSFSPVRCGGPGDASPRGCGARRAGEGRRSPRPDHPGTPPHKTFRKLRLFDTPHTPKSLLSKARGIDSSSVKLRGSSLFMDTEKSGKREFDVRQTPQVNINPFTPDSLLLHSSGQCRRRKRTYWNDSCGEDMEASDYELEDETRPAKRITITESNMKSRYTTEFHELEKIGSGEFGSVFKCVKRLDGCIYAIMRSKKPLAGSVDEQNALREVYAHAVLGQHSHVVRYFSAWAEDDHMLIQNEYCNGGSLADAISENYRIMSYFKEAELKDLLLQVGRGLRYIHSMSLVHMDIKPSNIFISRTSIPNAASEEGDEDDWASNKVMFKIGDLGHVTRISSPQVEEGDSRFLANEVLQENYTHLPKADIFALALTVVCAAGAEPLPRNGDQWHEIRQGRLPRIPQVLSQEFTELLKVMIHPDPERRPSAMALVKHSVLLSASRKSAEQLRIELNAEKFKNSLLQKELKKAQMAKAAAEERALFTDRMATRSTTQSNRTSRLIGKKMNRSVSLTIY
# PPC-1+TRAIL kill = kills PPC-1 cancer cells in the presence of TRAIL. PPC-1 cells + TRAIL, ATPLite viability luminescence. cell killing (% activity), % at 4 µM. hit rate 0.41% among 220,000. AID 1443;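 active means cell killing above 50% in the first pass at 4 µM, then a duplicate retest at 5 µM averaging 50% or more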;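 further: plate controls were cells with TRAIL plus DMSO for no effect and medium-only wells lacking cells for full effect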
# CHOP inhibitor = blocks CHOP induction under ER stress. CHO-K1 CHOP-promoter luciferase, tunicamycin-induced, 15-18 h. inhibition, % at 10 µM. hit rate 3.8% among 220,000. AID 2732;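 active means compounds that reduced the stress-induced luciferase reporter signal by more than about 70% of percent inhibition, limit read from the data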;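 further: 0% = tunicamycin plus vehicle and 100% = wells without tunicamycin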
# FXIa inh = factor XIa (human) inhibition; P03951; purified FXIa, Boc-Glu-Ala-Arg-AMC fluorogenic substrate; inhibition, % at 5 µM; hit rate 0.14% among 220,000; AID 798;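 active means inhibition of at least 40%; inactive means inhibition below 40%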;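 further: fluorescence of freed AMC excited at 355 nm; 0% = enzyme without compound and 100% = no enzyme blank; many of its hits are not listed in these tables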
# TbHK1 inh = blocks Trypanosoma brucei hexokinase 1 activity | hit rate 0.11% among 220,000 | inhibition, % at 10 µM | recombinant TbHK1, G6PDH-coupled NADH A340;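 active means inhibition of 50% or more in the single-dose primary screen; inactive means inhibition below 50%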
# EP2 antag = EP2 receptor (human) inhibition; P43116; C6 glioma cells expressing human EP2, cAMP TR-FRET; cells stimulated with saturating PGE2; inhibition, % at 25 µM; hit rate 0.52% among 260,000; AID 1422;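 active means percent inhibition above 40 after rounding to a whole number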;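 further: rat C6 glioma host cells with rolipram phosphodiesterase inhibitor present; the protocol text gives 20 µM as final concentration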
# Target sequence (P43116 whole entry, looked up): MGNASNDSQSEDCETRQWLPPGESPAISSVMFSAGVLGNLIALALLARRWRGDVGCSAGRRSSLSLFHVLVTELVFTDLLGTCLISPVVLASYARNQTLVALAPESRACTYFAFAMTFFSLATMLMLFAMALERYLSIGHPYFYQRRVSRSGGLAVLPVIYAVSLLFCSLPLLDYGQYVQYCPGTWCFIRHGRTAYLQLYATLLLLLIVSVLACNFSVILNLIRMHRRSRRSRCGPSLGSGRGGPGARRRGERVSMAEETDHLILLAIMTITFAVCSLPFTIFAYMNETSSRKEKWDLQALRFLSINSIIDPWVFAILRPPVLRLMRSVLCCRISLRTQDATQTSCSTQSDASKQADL
# L929 necroptosis = L929 zVAD cell death inhibition. L929 zVAD necroptosis rescue, ATP luminescence, 24 h; with zVAD 60 µM. viability rescue, % at 10 µM. hit rate 0.38% among 220,000;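 active means activation, scaled between plate controls, above about 75%, limit read from the data; inactive means activation under that limit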;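 further: 0% = zVAD with DMSO and 100% = DMSO alone without zVAD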
# TNF necrop inh = blocks TNF-alpha induced death of Jurkat FADD-/- cells | Jurkat FADD-/- TNF necroptosis rescue, ATP luminescence, 24 h; 0 = TNF only, 100 = no-TNF cells | activation (protection from cell death), % at 10 µM | hit rate 0.068% among 220,000 | AID 463075;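 active means activation, meaning protection from cell death, of at least 50% relative to plate controls; inactive means activation below 50%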;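 further: necroptosis triggered by 40 ng/mL TNF-alpha added together with compound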
# The depositor's hits bear a star; . = no result given; & = joins results of further samples. Some of the compounds tested; rates above refer to the full screens.
# A first look (two entries):
SMILES,FXIIa inh,Wee1 degr inh,PPC-1+TRAIL kill,CHOP inhibitor,FXIa inh,TbHK1 inh,EP2 antag,L929 necroptosis,TNF necrop inh
O=C(CC1CCCCC1)Nc1nc2ccccc2s1,9,-2,-4,23,-5,-9,5,19,3.8
O=[N+]([O-])c1ccc(O)c(C=Nc2ccc3c(c2)OCO3)c1,20,0,5,29,10,13,2,-0.1,-2.7

# All compounds of this part, from the start:
SMILES,FXIIa inh,Wee1 degr inh,PPC-1+TRAIL kill,CHOP inhibitor,FXIa inh,TbHK1 inh,EP2 antag,L929 necroptosis,TNF necrop inh
O=C(CC1CCCCC1)Nc1nc2ccccc2s1,9,-2,-4,23,-5,-9,5,19,3.8
O=[N+]([O-])c1ccc(O)c(C=Nc2ccc3c(c2)OCO3)c1,20,0,5,29,10,13,2,-0.1,-2.7
COc1ccc(C(=O)CSc2nc3c(c(=O)n(C)c(=O)n3C)n2C)cc1,-1,0,.,10,-5,-2,3,-0.4,1.1
CCC(=Nc1ccc(Cc2ccncc2)cc1)c1c(O)n(C)c(=O)n(C)c1=O,14,-2,9,48,3,0,21,-0.4,-11
COCCCNC(=O)/C(=C\c1cccn1C)NC(=O)c1cccs1,15,-2,-7,-29,15,-18,6,0.0,0.2
O=C(OC1CCOC1=O)c1cc(-c2cccc(Br)c2)nc2ccccc12 (stereo unspecified),6,0,-6,11,0,-6,6,1.3,-0.9
Cc1ccc(/C=C/C(=O)NCc2cccs2)cc1,-6,3,30,12,-9,19,8,0.7,1.4
Cc1ccc(-c2nc(C)sc2CC(=O)Nc2nnc(C)s2)cc1,13,1,15,43,-5,-6,6,2.2,-2.2
O=C(c1cc(-c2cccc(O)c2)on1)N1CCCCC1,8,6,8,37,0,-2,7,2.1,1.9
COc1cc(/C=C(\C#N)C(=O)Nc2ccc(SC(F)F)cc2)cc(OC)c1OC,8,1,7,19,-4,-13,10,0.2,-0.2
COC(=O)c1oc(-c2ccc(Cl)cc2)nc1C,7,0,-4,-11,-2,6,9,0.7,0.1
C=CCn1c(SCC(N)=O)nc(C)cc1=O,18,2,17,-4,4,-5,12,-0.3,-1.5
O=C(O)c1ccc(-n2cccc2/C=C2/NC(=O)N(c3cccc(Cl)c3)C2=O)cc1,13,6,-4,5,2,-2,18,12,0.1
COCC(=O)Nc1ccc(S(=O)(=O)NCCc2ccccc2)cc1,4,1,3,11,2,0,2,-0.4,-1.8
COc1ccc(-c2noc(CCCOc3ccccc3)n2)cc1OC,7,-2,-8,15,6,-11,5&14,0.2,0.5
CCCOc1ccccc1NC(=O)/C=C/C(N)=O,9,0,-7,-92,-6,-10,5,0.1,-7.0
CCSc1ncc(C)cc1[N+](=O)[O-],7,-1,27,-1,3,37,11,0.7,0.4
CCN(CC)c1ccc(/C=N/OCC(=O)N2CCCc3ccccc32)cc1,-3,3,14,33,-12,-13,9,2.1,2.1
Cc1nnc(SCc2ccccc2Cl)n1CC1CCCO1 (stereo unspecified),15,1,16,-35,5,0,5,0.2,-2.6
CCN1CCCC1CNC(=O)c1cn(C)c2ccc(S(=O)(=O)N3CCCCCC3)cc2c1=O (stereo unspecified),2,-1,5,32,-6,-17,7,-0.2,-0.6
Cc1ccc(S(=O)(=O)N2CCCCC2)cc1NC(=O)COC(=O)c1ccccc1F,1,7,-8,-2,-5,-3,5,14,-2.4
C/C(=N\NC(=O)CCn1nc(C)cc1C)C(C)(C)C,1,-2,8,12,3,1,8,0.6,0.9
Cc1ccc(Nc2ccc(N3CCN(c4ccc([N+](=O)[O-])cc4)CC3)nn2)cc1,1,-1,18,1,-4,-9,7,0.8,-0.5
COc1cc(SC)ccc1C(=O)N1CCCCCC1,3,3,-6,11,-3,-8,7,1.8,0.0
CCOC(=O)c1sc(N(Cc2ccccc2)C(=O)CSc2nnc(C3CC3)n2N)nc1C,25,5,12,24,3,3,4,34,16
CC(C)(C)c1ccc(/C=N/n2cnnc2)cc1,4,-4,21,-10,-5,7,7,3.0,-0.2
CCOCCCNC(=O)C(NC(=O)Cc1cccs1)c1ccc(Cl)cc1 (stereo unspecified),6,1,-4,4,-1,-5,8,1.9,0.8
CC(c1ccccc1)C(Cc1nc2ccccc2[nH]1)c1nc2ccccc2[nH]1 (stereo unspecified),4,3,6,36,0,6,10,2.3,6.5
COc1ccc(-c2c(C)nn3c(N4CCN(Cc5ccccc5)CC4)cc(C)nc23)cc1OC,14,0,8,29,3,-27,7,4.1,-6.2
Cc1cc(C)c2c(n1)sc1c(=O)n(-c3ccccc3)c(=O)[nH]c12,5,18*,36,-16,1,-13,14,-0.5,-1.5

# Sorted by SMILES length (ascending): part of the list above.
SMILES,FXIIa inh,Wee1 degr inh,PPC-1+TRAIL kill,CHOP inhibitor,FXIa inh,TbHK1 inh,EP2 antag,L929 necroptosis,TNF necrop inh
CCSc1ncc(C)cc1[N+](=O)[O-],7,-1,27,-1,3,37,11,0.7,0.4
CCN(CC)c1ccc(/C=N/OCC(=O)N2CCCc3ccccc32)cc1,-3,3,14,33,-12,-13,9,2.1,2.1
CCOC(=O)c1sc(N(Cc2ccccc2)C(=O)CSc2nnc(C3CC3)n2N)nc1C,25,5,12,24,3,3,4,34,16

# New compounds follow:
SMILES,FXIIa inh,Wee1 degr inh,PPC-1+TRAIL kill,CHOP inhibitor,FXIa inh,TbHK1 inh,EP2 antag,L929 necroptosis,TNF necrop inh
O=C(Nc1nc2ccccc2s1)c1ccccc1,6,1,41,2,-1,-4,7,0.3,-1.5
O=C(Nc1nnc(-c2ccccc2F)s1)C1CCCO1 (stereo unspecified),16,4,33,1,11,5,14&11,-0.8,-0.5
Cc1nc2ccccc2n1Cc1n[nH]c(=S)n1-c1ccc(Cl)cc1,6,0,6,22,4,-4,13,0.9,1.9
COCCCNC(=O)c1cccc(NC(=O)c2ccccc2)c1,7,3,-4,7,4,26,4,1.1,2.3
CCOC(=O)C1C(=O)NC(N2CCN(CC)CC2)=NC1c1ccccc1 (stereo unspecified),5,-1,-2,-13,6,1,4,-0.1,-0.6
S=C1NC[C@H](Cc2ccccc2)N1CCCCC1CCCCC1,11,1,10,-1,0,5,2,-0.6,-1.6
N#Cc1nc(-c2ccco2)oc1NCc1ccccc1Cl,3,-1,-2,-4,-5,-15,7,0.3,0.9
C/C(=N/NC(=O)c1ccc(C)nc1)c1ccc2c(c1)CCCC2,1,-2,.,-1,-9,-5,9,6.9,-3.3
CCOc1ccc2nc(NC(=O)CSc3ccccc3)sc2c1,16,1,-1,57,5,2,16,-0.2,5.1
COc1ccc(N2C(=O)[C@H]3[C@@H](C2=O)C2c4ccccc4C=NN2[C@H]3C(=O)C(C)(C)C)cc1 (stereo partly specified),3,0,5,-5,0,-11,3,1.5,-0.3
CN(Cc1ccccc1)C(=O)Cn1nc(C(F)(F)F)c2c1CCC2,0,-1,16,34,-10,-2,7&8,0.1,0.5
NC(=O)C1CCN(C(c2ccccc2F)c2nnnn2Cc2ccco2)CC1 (stereo unspecified),17,0,10,-7,3,1,6,0.1,-0.4
CC(C)Oc1ccc(CCc2n[nH]c(=S)n2-c2ccccc2)cc1,4,3,-19,-9,-1,3,2,-0.7,0.3
Cn1c(=O)cc(OCC(=O)Nc2ccccn2)c2ccccc21,-2,1,15,1,-11,-8,8,0.6,-0.1
CCOC(=O)N1CCc2c(sc3c2c(=O)n(Cc2ccccc2)c(=O)n3CC(=O)NCCOC)C1,5,3,9,11,-2,0,4,-0.3,-0.5
CC(C)C(=O)Nc1ccc(NC(=O)CCc2ccccc2)cn1,3,-1,14,-3,0,-9,13&7,1.3,1.2
CCN1C(=O)c2ccccc2S(=O)(=O)c2ccc(C(=O)NCc3cccnc3)cc21,12,-2,13,18,6,-2,9,-0.1,3.9
O=C(Cn1[nH]c(=O)c2ccccc2c1=O)Nc1cccnc1,5,4,22,4,16,-4,5,2.3,-0.8
CCOC(=O)c1ccc(NC(=O)CCNC(=O)c2ccc([N+](=O)[O-])cc2)cc1,14,2,1,33,-2,-1,6,1.4,2.1
O=C(CSc1nc(O)c(Cc2ccccc2)c(=O)[nH]1)Nc1nc2c(s1)CCCC2,2,1,19,9,-7,-3,10,0.1,9.9
CCc1nnc(NS(=O)(=O)c2ccc(N/C=C\C(=O)c3ccc4ccccc4c3)cc2)s1,7,2,8,13,-2,34,24,12,1.1
Cc1ccccc1C(=O)N1CCc2cc(-c3nc(NC(=O)Cc4ccc5c(c4)OCO5)sc3C)ccc21,13,-3,18,52,5,6,8,0.7,0.5
COc1ccc(CCn2c(O)cc3nn(-c4nc5ccccc5s4)c(=O)c-3c2C)cc1,5,-2,13,8,2,-4,10,-1.2,-1.7
COc1cc(S(=O)(=O)NC2CCCCC2)ccc1Cl,14,0,23,23,2,2,8,0.2,1.3
Cc1cc(C(F)F)n2ncc(C(=O)NC3CCCCCC3)c2n1,-15,0,-3,31,-8,-2,4,0.2,-2.5
CN(C)/C=C/C(=O)c1ccc(-n2cccc2)cc1,10,2,27,17,0,-35,2,77*,-0.5
COc1cc(SC)ccc1C(=O)Nc1ccc(C)cc1,4,5,23,17,-4,0,10,46,1.5
COc1ccc(N2C(=O)C(CC(=O)Nc3ccccc3)N(Cc3cccs3)C2=O)cc1 (stereo unspecified),9,5,5,15,6,-2,13,1.7,0.3
CCCCOCC(O)Cn1c(C)nc2ccccc21 (stereo unspecified),1,8,0,9,-19,-3,9,-0.2,-4.5
Fc1ccccc1N1CCN(Cc2cnc(Cl)s2)CC1,39,-3,3,-19,25,7,11,-0.2,0.2
CCCN=C(Nc1ccc(Cl)cc1)c1cccnc1,16,3,14,-21,0,-3,7,0.8,1.3
O=C(O)/C=C/C(=O)Nc1ccccc1-c1ccccc1,13,-1,10,17,7,0,14,0.1,-1.3
O=C(CSCC(=O)c1ccccc1)Nc1ccccc1Cl,20,-1,9,0,7,-4,15,-0.1,-3.1
O=[N+]([O-])c1ccc(Sc2ccc(Cl)c(Cl)c2)nc1,6,-2,9,41,3,-1,-1,-0.1,-1.8
Cc1cc2cc(C(c3nnnn3Cc3ccco3)N3CCc4ccccc4C3)c(=O)[nH]c2cc1C (stereo unspecified),15,3,14,34,4,-9,-1,0.1,-3.3
CSc1nc(NCc2ccco2)c2sc3nc(C(C)C)c4c(c3c2n1)CC(C)(C)OC4,12,-1,5,-12,-6,-29,5,1.1,-0.5
Cc1occc1C(=O)NCc1ccco1,7,3,14,-1,5,2,5,0.9,8.1
COc1ccc(/C=C(/CC(=O)NCc2ccc(Cl)cc2)c2nc3ccccc3s2)cc1,16,4,18,-23,5,-12,7,0.1,-0.1
CCOC(=O)C1=C(c2cccc(F)c2)NC(=S)NC1C (stereo unspecified),-4,0,30,34,-8,-8,.,-0.3,-2.3
Cc1ccccc1C(=O)N1CCc2ccccc2C1,13,-1,-3,4,-2,2,3,-0.2,-0.9
COc1cc2c(cc1OC)C(COc1ccc(F)cc1)N(C(=O)c1ccco1)CC2 (stereo unspecified),16,-2,-4,-13,5,1,9,-0.2,0.8
CC(=O)c1cc2c(cc1NC(=O)CN1CCC(Cc3ccccc3)CC1)OCO2,-11,-1,12,25,-3,-3,17,0.9,-0.4
Cc1oc2c(O)c(O)ccc2c(=O)c1-c1cnn(-c2ccccc2)c1,7,-4,8,-59,7,3,6,4.6,-8.3
CC(=O)Nc1ccc(OCC(O)CN2CCN(c3cccc(Cl)c3)CC2)cc1 (stereo unspecified),11,2,11,46,-3,-2,6&13,-0.4,-0.6
S=c1[nH]nc(CN2CCCCC2)n1Cc1ccccc1,2,2,6,-7,4,4,2,2.6,-0.3
CCN(CC)c1ccc(-c2n[nH]c(=S)n2-c2ccccc2)cc1,7,2,2,3,-2,-2,13,1.9,-2.7
COCN(C#N)c1nc(N(C)C)nc(N(C)C)n1,5,-4,2,0,2,-1,8,-0.1,0.1
CN1CCc2cc3c(c4c2[C@H]1[C@H](O)c1ccccc1-4)OCO3,5,-6,11,6,-4,1,10,23,-0.1
